Assay outcomes (PubChem)
LMNA splice mod = modulators of lamin A splicing. HeLa LMNA splicing GFP/RFP minigene ratio, 48 h. 0.01% of 200,000 active. Potency, µM (series often up to 46.1 µM), for the others: at the top dose ratio change, negative = inhibition, hits mostly inhibitors. AID 1487; active = well fitted inhibition curve with a large enough effect in the signal ratio, with a control signal flat, not every such curve was filed as active; inconclusive = small, poorly fitted or top-dose-only effect, or effect the other way, or a change in a side signal; the % refers to the signal ratio; also: potency is read from the fitted curve at half-maximal effect; % is scaled to controls: 0 for no effect and ±100 for the full control effect
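S3 HeLa cells stably expressing lamin A-EGFP splicing minigene plus DsRed2, 600 cells/well, 48 h compound exposure at 37C. Laser-scanning cytometry; analysed as GFP (500-530 nm)/RFP (575-640 nm) total intensity ratio; 0.5% DMSO vehicle.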
NPSR antagonist = blocks cAMP signaling of the human neuropeptide S receptor | CHO-NPSR cells, cAMP TR-FRET, antagonist mode | Potency, µM (doses to about 38.3 µM), for inactives: at the highest dose activity change, negative = inhibition, actives largely listed as inhibitors | 1% of 220,000 active | AID 1461; also: potency is read from the fitted curve at half-maximal effect; % is scaled to controls: 0 for no effect and ±100 for the full control effect; nearly all actives have a fitted effect of over 50% in size; many of its hits are not listed in these tables
Target sequence (Q6W5P4 whole entry, looked up): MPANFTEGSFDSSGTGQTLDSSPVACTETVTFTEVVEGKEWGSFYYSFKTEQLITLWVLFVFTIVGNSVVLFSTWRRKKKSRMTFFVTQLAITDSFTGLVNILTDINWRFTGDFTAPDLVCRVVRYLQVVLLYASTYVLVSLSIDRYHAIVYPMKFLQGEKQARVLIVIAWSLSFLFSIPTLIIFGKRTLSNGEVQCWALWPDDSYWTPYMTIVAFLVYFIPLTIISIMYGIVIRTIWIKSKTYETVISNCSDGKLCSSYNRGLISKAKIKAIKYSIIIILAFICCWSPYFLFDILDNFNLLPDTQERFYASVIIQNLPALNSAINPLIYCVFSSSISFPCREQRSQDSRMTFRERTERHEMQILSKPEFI
GLA spleen mod = inhibitors or activators of human alpha-galactosidase in spleen homogenate | Potency, µM (titrated, usually from 80 µM), for the others: at the highest dose activity change, negative = inhibition, hits mostly inhibitors | human spleen homogenate, 4MU-alpha-Gal fluorescence, 40 min | 0.008% of 240,000 active;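 also: potency is read from the fitted curve at half-maximal effect; 0% = enzyme with vehicle and -100% = no enzyme basal signal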
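Human spleen homogenate (1 ug) was the enzyme source, with 4-methylumbelliferyl-alpha-D-galactopyranoside (1 mM final) in pH 5.0 citrate buffer with 0.01% Tween-20. Compounds were titrated; after 40 min at 37C, NaOH/glycine stop, 4-MU fluorescence read; AC50 from Hill fits.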
Epigenetic reg = derepresses silenced GFP reporter in murine cells | murine LDR cells, GFP reporter derepression, 30 h | Potency, µM (series often up to 53.9 µM), for inactives: top-dose GFP activation, most hits filed as activators | 0.2% of 280,000 active; also: potency is read from the fitted curve at half-maximal effect; % of control where 0% means no effect; nearly all actives have a fitted effect of over 60% in size
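Murine LDR cells bearing a silenced CMV-driven GFP reporter were exposed to compound for 30 h at 37 C. After PBS washes, GFP-positive cells (20-120 um objects) counted by laser-scanning microplate cytometry.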
IMPase Li cell = cell-permeable IMPase inhibitors with lithium potentiation; CHO-M1 cells, IP1 TR-FRET (IP-One), carbachol + lithium; Potency, µM (top dose mostly 59.4 µM), inactives show at the top dose activity, negative = IMPase inhibition, hits mostly inhibitors; 0.35% of 210,000 active;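 also: IP1 builds up when IMPase is blocked and the TR-FRET signal falls; potency is read from the fitted curve at half-maximal effect; plate controls were basal vehicle for no effect and high inhibitor control for full effect; nearly all actives have a fitted effect of over 50% in size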
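Test compounds were applied to CHO-M1 cells previously cultured for 16–30 h at 2000 per well. A small lithium amount accompanied them; after 30 min at 37C, IP1 was quantified by TR-FRET.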
CBFb RUNX1 block = blocks binding between human CBF-beta and RUNX1 | Q01196+Q13951 | AlphaScreen CBFb-His/RUNX1-biotin binding, biochemical | Potency, µM (doses to about 59.8 µM), for inactives: top-dose activity, negative = inhibition, usual class: inhibitors | 230,000 tested, under 10 active | AID 1477; also: % of control where 0% means no effect
Target sequence (Q01196 whole entry, looked up): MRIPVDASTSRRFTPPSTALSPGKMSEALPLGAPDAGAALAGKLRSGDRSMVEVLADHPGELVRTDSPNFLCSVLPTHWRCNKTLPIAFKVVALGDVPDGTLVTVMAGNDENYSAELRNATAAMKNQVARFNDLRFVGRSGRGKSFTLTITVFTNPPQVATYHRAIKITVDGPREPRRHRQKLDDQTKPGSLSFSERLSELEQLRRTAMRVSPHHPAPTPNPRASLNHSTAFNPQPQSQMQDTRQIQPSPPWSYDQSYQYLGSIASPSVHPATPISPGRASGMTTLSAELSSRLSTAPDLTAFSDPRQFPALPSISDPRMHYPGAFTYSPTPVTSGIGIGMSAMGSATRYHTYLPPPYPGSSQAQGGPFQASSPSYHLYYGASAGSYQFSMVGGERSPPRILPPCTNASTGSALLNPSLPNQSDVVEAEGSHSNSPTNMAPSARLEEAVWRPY
Target sequence (Q13951 whole entry, looked up): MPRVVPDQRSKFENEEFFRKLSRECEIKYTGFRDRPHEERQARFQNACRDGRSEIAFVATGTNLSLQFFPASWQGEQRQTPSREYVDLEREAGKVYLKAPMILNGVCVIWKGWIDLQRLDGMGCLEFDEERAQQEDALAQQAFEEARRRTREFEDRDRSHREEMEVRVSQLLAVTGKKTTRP
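Bead-based AlphaScreen assay; binding partners His-tagged CBF-beta and biotinylated RUNX1 at 30 nM each. Compound exposure 15 min after a 20-min protein preincubation; bead step 90 min; all steps at room temperature.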
Luc counter = blocks Kinase-Glo luciferase, a counter-screen artifact | Q27757 | Kinase-Glo luciferase, ATP luminescence, 8 min | Potency, µM (titrated, usually from 38.3 µM), for inactives: top-dose activity change, negative = inhibition, usual class: inhibitors | 0.28% of 200,000 active | AID 1379; also: potency is read from the fitted curve at half-maximal effect; % is scaled to controls: 0 for no effect and ±100 for the full control effect; nearly all actives have a fitted effect of over 60% in size
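Luminescence was the read-out, taken after 8-minute incubation at ambient temperature. Luciferase turned over luciferin with 10 uM ATP in imidazole pH 7.2 buffer containing KCl, MgCl2, Tween 20 and BSA.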
Active calls of the source: *; ? = inconclusive; / = no result given; & = joins results of further samples; [ ] = dose if it differs, or a comment. Unless noted, calls follow the shape of the dose curve; as a rule, active = well fitted curve in the direction sought with a large enough effect; inconclusive = small, poorly fitted or top-dose-only effect, or another doubt; inactive = no such curve, though single readings can be large; an effect the other way counts as inactive or inconclusive. An excerpt; rates above refer to the full screens.

SMILES	LMNA splice mod	NPSR antagonist	GLA spleen mod	Epigenetic reg	IMPase Li cell	CBFb RUNX1 block	Luc counter
O=C(NCCc1ccccc1)C(=O)NCC1CCCO1 (stereo not given)	-4.2%	-7.6%[46.1 µM]	5.0%	-0.7%	15.8%[38.3 µM]	3.5%	0.6%
CC1(C(=O)NC2CCCC2)CCC(=O)N1Cc1ccccc1Cl (stereo not given)	6.2%	0.4%[46.1 µM]	7.7%	1.2%	14.0%[38.3 µM]	1.5%	-2.1%
O=C1CC(N(Cc2ccco2)C(=O)Nc2ccc(F)cc2)C(=O)N1c1ccc(F)cc1 (stereo not given)	10.6%	-25.9%[46.1 µM]	2.1%	1.8%	25.1%[38.3 µM]	4.9%	7.4%
COC(=O)Nc1ccc(S(=O)(=O)NCCO)cc1	-0.3%	7.3%[46.1 µM]	2.3%	-1.8%	22.5%[38.3 µM]	3.7%	-2.3%
CC(c1ccccc1)C1C(C#N)=C(N)SC(N)=C1C#N (stereo not given)	1.9%	4.9%[46.1 µM]	-14.0%	-1.8%	/	1.4%	/
CC(C)C1Nc2ccc(S(N)(=O)=O)cc2C2C=CCC21 (stereo not given)	9.3%	-10.3%[46.1 µM]	-0.4%	0.0%	23.2%[38.3 µM]	-13.7%	-4.0%
Cc1ccc(OC(=O)CCC(=O)N2CCc3ccccc32)cc1	-3.8%	0.9%[46.1 µM]	-2.2%	-0.1%	/	10.1%	/
Cc1nc2c(s1)sc1ccccc12	3.3%	20.2%[46.1 µM]	3.6%	1.8%	5.1%[38.3 µM]	10.1%	0.1%
NCc1ccc2[nH]c(=O)[nH]c2c1	4.2%[46 µM]	9.4%	-6.1%	-1.5%	-3.6%	-1.2%	0.9%
O=C(CSCc1ccccc1)Nc1cccc(F)c1	-5.1%	-5.9%	1.6%	-1.0%	2.0%	-8.0%	-1.5%
CCn1c(=O)c2c(nc3n2CCS3)n(C)c1=O	-2.9%	-1.0%[46.1 µM]	-0.6%	-1.1%	1.1%[38.3 µM]	2.8%	-3.3%
COc1ccc(C)cc1-n1nnnc1SCC(=O)Nc1cccnc1Cl	?	8.8%	-1.4%	-1.3%	1.6%	8.6%	-2.6%
O=c1c2ccccc2cnn1-c1ccc(Cl)cc1	?	-6.3%[46.1 µM]	9.9%	-0.9%	-8.7%[38.3 µM]	5.6%	-10.3%
C=C(C)C1Cc2c(ccc(C(=O)O)c2O)O1 (stereo not given)	-3.2%	/	-2.8%	-1.1%	0.4%	/	1.0%
COC(=O)c1cc(CNC(=O)c2cccc(Cl)c2Cl)ccc1OC	?	14.3%	-1.4%	0.0%	2.9%	1.1%	0.4%
Cc1ccc(C(=O)CSc2ncnc3sc4c(c23)CCCC4)cc1	15.5%	4.3%[46.1 µM]	12.2%	0.6%	-16.2%[38.3 µM]	-3.8%	3.6%
CCNC(=S)Nc1ccc(Cl)cc1Cl	?	11.6%	8.4%	1.3%	0.2%	8.6%	-0.1%
Fc1ccccc1Nc1nc2ccccc2n2nnnc12	9.5%	-11.9%[46.1 µM]	2.9%	?	5.9%[38.3 µM]	3.5%	0.4%
CCOC(=O)C1=C(c2ccccc2)N=c2s/c(=C\c3cc(OC)c(OC)c(OC)c3)c(=O)n2C1c1cccs1 (stereo not given)	-0.7%	-26.5%[46.1 µM]	1.9%	8.6%	0.0%[38.3 µM]	-0.3%	3.4%
CCn1c2ccccc2c2cc(NC(=O)c3ccc(C)c([N+](=O)[O-])c3)ccc21	?	1.4%	-3.2%	-2.0%	9.5%	-9.3%	4.8%
COc1ccc(NC(C)=O)cc1NC(=O)CSc1nnc(-c2ccc(F)cc2)n1N	2.7%	5.0%[46.1 µM]	-3.0%	0.7%	4.2%[38.3 µM]	0.7%	17.1%
COP(=O)(OC)C(Nc1ccc(C)cc1)c1ccc([N+](=O)[O-])cc1 (stereo not given)	-7.6%	10.7%	6.3%	0.0%	-0.8%	-3.6%	-2.7%
CC1(C)NC(=O)N(CCOCCOc2c(Cl)cc(Cl)cc2Cl)C1=O	3.3%	-12.0%[46.1 µM]	4.1%	2.4%	-9.7%[38.3 µM]	3.1%	2.3%
CCN(CC)CCN1C(=O)Cn2c(C)c(C)c3cccc1c32	-9.9%	-23.7%[46.1 µM]	8.0%&-0.4%	-2.0%&7.7%	6.7%[38.3 µM]	2.8%&8.2%	-2.6%&1.5%
O=C(Nc1cccc2ccccc12)C1CCN(C(=O)Cc2ccccc2)CC1	-9.8%	-11.4%[46.1 µM]	-1.3%	-1.2%	-2.1%	1.0%	-2.1%
CCN(CC)S(=O)(=O)c1cccc(-c2nnc(-c3ccc(C)cc3)o2)c1	0.3%	-26.5%[46.1 µM]	0.1%	-1.0%	31.9%[38.3 µM]	-2.6%	-4.7%
COc1ccc(-c2nc3n(n2)C(c2ccccc2Cl)C(C(N)=O)=C(C)N3)cc1 (stereo not given)	-6.6%	-4.4%[46.1 µM]	-9.0%	0.8%	5.4%[38.3 µM]	-2.8%	0.1%
CSc1nc(C)cc(Oc2ccc(OCCOc3ccccc3)nn2)n1	?	2.7%[46.1 µM]	-12.7%	-0.9%	-2.5%[38.3 µM]	-3.1%	0.5%
O=C(CSc1nc2ccc(Cl)cc2[nH]1)c1c[nH]c2ccccc12	/	-22.3%	-7.7%	-0.3%	6.6%	-2.8%	0.3%
O=C(NCc1ccc(Cl)cc1)c1ccccc1Oc1ccccc1	7.3%	-20.1%[46.1 µM]	4.1%	0.0%	19.4%[38.3 µM]	?	-2.8%
CS/C(=N\S(=O)(=O)c1cccs1)Nc1ccc(Cl)cc1	?	-12.9%[46.1 µM]	3.9%	0.0%	-0.7%	6.2%	-1.4%
O=C(CSc1ncn[nH]1)Nc1ccc(Cl)c(S(=O)(=O)N2CCOCC2)c1	23.6%[9.22 µM]	0.1%	6.9%	-7.8%	2.8%	-0.2%	0.0%
COc1cc(C(=O)Nc2nc(-c3ccc(F)cc3)cs2)ccc1OCC(=O)N1CCOCC1	-2.8%	5.6%	-1.7%	-0.9%	16.6%	-0.9%	-2.2%
Cc1cccc(Nc2nc(N)c([N+](=O)[O-])c(N3CC(C)CC(C)C3)n2)c1 (stereo not given)	?	?	-18.7%	9.0%	1.9%	-19.6%	-0.7%
Cc1nnc(-c2cnn(C)c2N)n1Cc1ccc(Cl)cc1	-0.2%	5.7%[46.1 µM]	5.2%	-0.1%	7.8%[38.3 µM]	1.8%	-0.5%
CCn1c(SCC(=O)N2CCN(c3ccccc3F)CC2)nnc1-c1ccoc1C	-1.4%	0.1%[46.1 µM]	12.8%	1.0%	44.2%[activator][38.3 µM]	-8.2%	0.6%
Cc1ccc2[nH]c(=O)c3cc(C(=O)NCC4CCCO4)sc3c2c1 (stereo not given)	/	6.0%	-9.1%	0.0%	-2.7%	-4.4%	/
O=C(Oc1cccc(-n2cnnn2)c1)c1sc2ccccc2c1Cl	?	-16.9%[46.1 µM]	2.3%	0.2%	?	7.8%	1.2%
O=[N+]([O-])c1ccc(/C=N/Nc2nc(N3CCCCC3)nc(N3CCCCC3)n2)cc1	-22.0%[46 µM]	?	8.8%	-5.0%	17.2%	-3.7%	1.6%
COC(=O)[C@@]1(Cc2ccc(OC)cc2)[C@H]2c3cc(C(=O)N(C)C)n(CCF)c3C[C@H]2CN1C(=O)c1ccccc1	/	/	1.7%	2.6%	-3.7%	16.0%	1.9%
CCOc1ccc(NC(=S)Nc2ccc3nsnc3c2)cc1	-8.8%	10µM*	3.6%	-1.9%	-5.1%	0.1%	-2.4%
COc1ccc(C)cc1-n1nnnc1SCC(=O)NNC(=O)c1ccc([N+](=O)[O-])cc1	-4.5%	10.1%	0.2%	0.0%	5.4%	-17.4%	1.0%
O=C(CCNS(=O)(=O)c1cccc2nsnc12)N1CCN(c2ccccn2)CC1	-1.4%	-8.4%[46.1 µM]	3.3%	1.9%	4.9%[38.3 µM]	-0.2%	0.1%
COc1ccc(CC(=O)N2N=C(C)CC2(O)C(F)(F)F)cc1 (stereo not given)	-6.0%	10.3%	5.0%	1.5%	-7.1%	2.8%	-3.3%
COc1cc2c(C(=O)NCc3ccc(C)o3)cn(CC(C)C)c(=O)c2cc1OC	-0.2%	-14.4%[46.1 µM]	-5.8%	-1.5%	4.7%[38.3 µM]	-3.6%	-1.5%

Reformatted with each value named: two of the compounds above
O=C(CSc1nc2ccc(Cl)cc2[nH]1)c1c[nH]c2ccccc12
- LMNA splice mod = /
- NPSR antagonist = -22.3%
- GLA spleen mod = -7.7%
- Epigenetic reg = -0.3%
- IMPase Li cell = 6.6%
- CBFb RUNX1 block = -2.8%
- Luc counter = 0.3%

Fc1ccccc1Nc1nc2ccccc2n2nnnc12
- LMNA splice mod = 9.5%
- NPSR antagonist = -11.9%[46.1 µM]
- GLA spleen mod = 2.9%
- Epigenetic reg = ?
- IMPase Li cell = 5.9%[38.3 µM]
- CBFb RUNX1 block = 3.5%
- Luc counter = 0.4%

Following part
SMILES	LMNA splice mod	NPSR antagonist	GLA spleen mod	Epigenetic reg	IMPase Li cell	CBFb RUNX1 block	Luc counter
CC(C)c1nc(CNC(=O)CC2C(=O)NCCN2Cc2ccoc2)cs1 (stereo not given)	/	-8.4%	-9.7%	0.0%	-3.5%	9.5%	/
CC(OC(=O)CCC(=O)c1cccs1)C(=O)Nc1ccc(Cl)cn1 (stereo not given)	-7.9%	8.4%	-12.9%	-3.0%	4.0%	8.3%	-0.3%
O=C1CC(C(=O)N2CCOCC2)C2(CCCC2)O1 (stereo not given)	-6.6%	-2.6%[46.1 µM]	-1.1%	-4.6%	4.6%	3.6%	7.2%
CCOC(=O)C1=C(c2ccccc2)NC(=O)N(C(C)=O)C1c1cccc([N+](=O)[O-])c1 (stereo not given)	?	-8.8%	4.1%	7.1%	11.8%	-0.9%	-1.5%
Cc1ccc(C(=O)Nc2ccc(CN3CCCCC3)cc2)c(C)c1	/	-19.0%	-11.6%	-1.2%	11.9%	16.8%	/
CCOc1ccc2cc(S(=O)(=O)N3CCOCC3)ccc2c1	?	6.6%[46.1 µM]	6.0%	1.0%	?	6.9%	5.2%
FC(F)Oc1ccc(NC(=S)NNc2ccnc3cc(Cl)ccc23)cc1	3.7%[46 µM]	-2.1%	4.2%	-0.2%	4.1%	4.4%	0.4%
CNc1nc(N)c([N+](=O)[O-])c(NCCO)n1	8.8%	24.1%	-3.0%	2.7%	1.0%	-1.7%	1.5%
